KDM5B inhibitor: blocks human KDM5B histone demethylase activity. Q9UGL1. KDM5B demethylase, FDH-coupled NADH fluorescence (FDH is formaldehyde dehydrogenase). Potency, µM (highest dose often 57.7 µM), without a hit: at the highest dose activity change, negative = inhibition, hits mostly inhibitors. hit rate 2.6% among 220,000. AID 1347165; active means well fitted inhibition curve with a large enough effect; inconclusive means small, poorly fitted or top-dose-only effect; inactive means no such curve, though single readings can be large or run the other way; further: 0% is about no effect; nearly all actives have a fitted effect of over 70% in size
Target sequence (Q9UGL1 whole entry, looked up): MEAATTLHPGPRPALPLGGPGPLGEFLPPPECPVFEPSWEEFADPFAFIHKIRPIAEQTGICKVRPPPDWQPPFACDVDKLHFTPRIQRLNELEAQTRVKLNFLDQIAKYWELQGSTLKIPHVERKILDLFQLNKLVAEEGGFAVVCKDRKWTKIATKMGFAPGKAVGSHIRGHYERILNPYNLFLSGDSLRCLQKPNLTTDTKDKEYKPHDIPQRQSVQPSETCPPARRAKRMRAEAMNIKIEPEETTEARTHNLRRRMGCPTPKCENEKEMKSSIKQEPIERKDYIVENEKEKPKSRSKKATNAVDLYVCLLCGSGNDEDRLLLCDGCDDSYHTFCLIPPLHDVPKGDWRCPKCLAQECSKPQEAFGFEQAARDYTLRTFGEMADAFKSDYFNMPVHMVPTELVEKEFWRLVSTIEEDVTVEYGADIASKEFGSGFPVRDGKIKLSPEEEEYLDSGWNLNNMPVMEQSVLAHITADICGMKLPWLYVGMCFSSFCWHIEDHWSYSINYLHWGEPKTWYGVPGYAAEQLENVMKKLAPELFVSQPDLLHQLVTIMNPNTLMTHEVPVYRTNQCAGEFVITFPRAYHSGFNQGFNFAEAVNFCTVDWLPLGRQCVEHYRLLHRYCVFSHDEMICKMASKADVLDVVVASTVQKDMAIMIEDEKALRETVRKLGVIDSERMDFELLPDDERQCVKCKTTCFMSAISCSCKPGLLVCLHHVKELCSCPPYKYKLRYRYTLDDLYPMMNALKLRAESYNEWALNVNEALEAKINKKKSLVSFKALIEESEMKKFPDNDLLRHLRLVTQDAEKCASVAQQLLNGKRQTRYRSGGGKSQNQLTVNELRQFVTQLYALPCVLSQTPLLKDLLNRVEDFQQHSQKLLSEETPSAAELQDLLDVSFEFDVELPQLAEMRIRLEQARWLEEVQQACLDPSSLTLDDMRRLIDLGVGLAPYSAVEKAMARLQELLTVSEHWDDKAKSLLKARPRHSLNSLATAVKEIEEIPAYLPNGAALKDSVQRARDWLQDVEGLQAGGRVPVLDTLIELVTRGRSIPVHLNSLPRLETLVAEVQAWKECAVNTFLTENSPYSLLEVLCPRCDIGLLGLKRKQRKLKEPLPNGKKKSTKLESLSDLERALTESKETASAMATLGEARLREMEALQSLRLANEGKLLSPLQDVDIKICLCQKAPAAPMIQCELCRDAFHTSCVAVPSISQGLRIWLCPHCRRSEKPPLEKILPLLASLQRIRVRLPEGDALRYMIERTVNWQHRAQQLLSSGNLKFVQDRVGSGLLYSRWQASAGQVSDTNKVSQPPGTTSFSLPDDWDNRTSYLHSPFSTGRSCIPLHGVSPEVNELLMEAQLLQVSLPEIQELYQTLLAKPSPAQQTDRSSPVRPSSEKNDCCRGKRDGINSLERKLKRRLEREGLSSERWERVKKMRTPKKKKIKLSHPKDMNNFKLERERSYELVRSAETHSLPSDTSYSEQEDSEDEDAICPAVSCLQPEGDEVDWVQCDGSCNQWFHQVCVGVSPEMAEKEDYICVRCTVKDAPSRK
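KDM5BΔAP (200 nM final) in 50 mM HEPES pH 7.5, 0.01% Tween-20 was preincubated 10 min at RT with compound over a concentration range. Substrate mix (H3K4me3 12.5 µM, α-KG 25 µM, Fe²⁺, ascorbate, NAD⁺, FDH) was added, and NADH fluorescence change over 30 min gave dose-response curves.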
Numbers without * were called inactive; ? = inconclusive; [ ] = dose if it differs, or a comment. Potency means the concentration at half of the fitted maximal effect. Only part of the results is shown (hit frequency here may not be typical).

SMILES	KDM5B inhibitor
CC(=O)N1CCc2c(sc3c2c(=O)n(-c2ccc(C)cc2)c(=O)n3Cc2c(F)cccc2Cl)C1	?
c1ccc(OCCn2c(CN3CCCCCC3)nc3ccccc32)cc1	10%
OCC1CN(c2ncccn2)CC12CCN(Cc1ccc3[nH]ccc3c1)CC2 (stereo not given)	22µM*
Cc1nc2cc(NC(=O)c3cc(F)cc(F)c3)ccc2o1	12%
COc1ccc(CNC(=O)CCc2c(C)nc3c(c2C)c(=O)n(C)c(=O)n3C)cc1	-43%
CCOc1nc2ccccc2nc1N1CCC(C(=O)Nc2ccc(NC(C)=O)cc2)CC1	-2%
Fc1ccc(-c2noc3ncnc(NCC4CCN(Cc5ccc(Cl)cc5)CC4)c23)cc1	?
Cc1c(-c2ccccc2)c(=O)oc2ccc(OS(C)(=O)=O)cc12	7%
CCC(=O)N1CCCCCCNC(=O)[C@@H]2C[C@@H](C(=O)N3CCN(c4ccccn4)CC3)C[C@@H]21	28µM*
CN1CCC(NC(=O)C2(C)CCc3cnc(Nc4ccccc4)nc32)CC1 (stereo not given)	4%[86.2 µM]
COCc1cc(C)n(CC(=O)Nc2ccc(Cl)cc2Cl)c(=O)c1C#N	39%[activator]
COc1ccccc1OCCn1c(NC(=O)c2ccccc2)nc2ccccc21	3%
CC1CCCN(CCCNC(=O)c2cn(C)c3ccc(S(=O)(=O)N(C)C4CCCCC4)cc3c2=O)C1 (stereo not given)	2%[11.5 µM]
Cc1csc(NC(=O)Cc2ccc(Cl)cc2)n1	3%
Cc1[nH]c2ccccc2c1CCNC(=S)NC(C)(C)C	-24%
CCc1ccccc1NC(=O)C1CCN(c2nn3c(=O)cc(C)nc3s2)CC1	-27%
O=C(O)Cn1cc(C(C(=O)O)N2CCN(C(c3ccccc3)c3ccccc3)CC2)c2ccccc21 (stereo not given)	12%
O=C(Nc1cccc(F)c1)c1nc2ccccc2nc1N1CCOCC1	4%
Brc1ccc(-c2ccnc3nc(-c4ccco4)nn23)s1	28µM*
CCNC(=O)N1CCCC1c1noc(CCC(=O)NCCc2nc3ccccc3[nH]2)n1 (stereo not given)	3%
Cc1ccc(-n2cc(-c3ccccc3)c3c(N4CCC(C)CC4)ncnc32)cc1Cl	0%
CO[C@H]1[C@H](NC(=O)c2ccccc2)c2ccccc2C12CCNCC2	5%
COCCNc1ncnc2c1CN(C1CCCC1)C(=O)CN2C	?
CCC(=O)N1CCC2(CCC(=O)N(CC3CC3)CC2)CC1	-4%
COc1ccc(N2CC3CCC(C2)N3Cc2ccc(-c3cccnc3)cc2)cc1	?
O=C(Cn1ncc2c3ccccc3n(Cc3ccc(Cl)cc3)c2c1=O)N1CCCCCC1	?
CCOC(=O)c1cccc(NC(=O)c2cc3cc4cc(OC)ccc4nc3s2)c1	-21%
CCS(=O)(=O)N(Cc1c(F)cccc1Cl)c1c(C)n(C)n(-c2ccccc2)c1=O	5%
COc1cccc(C(=O)N2CCCC(c3nn(-c4ccccc4)c(=O)[nH]3)C2)c1 (stereo not given)	-11%
Cc1nc(NC2CCCC2)sc1C(=O)Nc1ccccc1	4%
NC(=O)c1ccsc1NS(=O)(=O)c1ccc([N+](=O)[O-])cc1	-8%
Cc1cc(C(F)(F)F)nc(SCC(=O)NC2CCCCC2)n1	21%
Nc1ccc(C(=O)Oc2ccccc2)cc1	-2%
Cc1ccc(/C=C/c2onc(C)c2S(=O)(=O)N2CCC(C(=O)N(CCC(C)C)Cc3ccco3)CC2)cc1	0%
Cc1ccc2cc3c(N)nn(C(=O)c4cccc(F)c4)c3nc2c1	-28%
C[S+](=O)([O-])N1CCC(c2nnc3n2C(C(=O)N2CCN(c4ncccn4)CC2)CC3)CC1 (stereo not given)	84%[activator][115 µM]
COc1cccc(CC(NC(C)=O)C(=O)NC2CCN(C(=O)c3ccc(Cl)cc3)CC2)c1OC (stereo not given)	7%
CCN1C(=O)C2CC3(CCN(C(=O)C4CCCCC4)CC3)CN2C1=O (stereo not given)	1%
O=C(CCc1nc(-c2cccnc2)no1)NCc1cccnc1-n1cncn1	-4%
COC(=O)CC(=O)CSc1nc2cc(C(=O)NC(C)C)ccc2c(=O)n1CCc1ccccc1	-1%
COC(=O)c1ccc2nc(C[C@@H]3C[C@@H](C(C)C)[C@H](CNC(=O)CN(C)C)C=C3C)[nH]c2c1	10%
Cc1ccc(Cn2c(CNS(=O)(=O)c3cccc([N+](=O)[O-])c3)nc3cccnc32)cc1	?
COc1ccc(C(=O)NC(=S)NNC(=O)c2ccco2)cc1	?
COc1ccc(C(=O)N[C@@H]2C=C(C(=O)N[C@H](CC(C)C)C(N)=O)C[C@@H](O)[C@@H]2O)cc1	8%[86.2 µM]
CC(C)CN1CC2(CCN(C(=O)c3conc3-c3ccccc3)CC2)CC1=O	-8%
Cc1ccc(OCc2nc(C3CCCN3C(=O)CCn3nc(C)cc3C)no2)cc1 (stereo not given)	7%
CN1CCN(CCNC(=O)c2ccc3nc(-c4ccc(F)cc4)c(-c4ccc(F)cc4)nc3c2)CC1	?
CCOC(=O)c1sc(NC(=O)C2CCCO2)c(C(=O)OCC)c1C (stereo not given)	19%
O=C1C[C@@H]2CCN(C(=O)c3ccccc3)C[C@@H]2CCN1CCN1CCOCC1	10%[86.2 µM]
CCc1noc(-c2nc(-c3cc(OC)c(OC)c(OC)c3)no2)n1	10%
O=C(CSc1ccc2nnc(-c3cccnc3)n2n1)Nc1ccc(F)cc1	2%
O=C(Nc1nccs1)C1CCN(S(=O)(=O)c2ccccc2)CC1	0%
CCc1nn(CCCC(=O)N2CCN(c3cccc(OC)c3)CC2)c(=O)c2cc3occc3n12	-17%
O=C(CC(c1ccccc1)c1ccc(Cl)cc1)N1CCC(CO)CC1 (stereo not given)	-13%
COc1ccccc1N1CCN(C(=O)C2CCN(S(=O)(=O)c3c(C)noc3/C=C/c3ccc(C)cc3)CC2)CC1	?
Cn1nc(C(=O)Nc2ccc(Br)cc2F)c2c1-c1ccsc1CC2	-2%
Cc1cc(-c2ccnc(-c3nnc(C)n3-c3ccccc3)c2)ccn1	-25%[86.2 µM]
CNS(=O)(=O)c1cn(CC(=O)N2CCN(c3ccccc3OC)CC2)cc1S(=O)(=O)NC	-19%
CCNC(=O)c1cc(OC)cc(OC)c1	22%
COc1ccc(-c2cn(C)c(=O)n3cc(COc4ccc(Cl)cc4)nc23)c(C)c1	-17%[86.2 µM]

Overlap with the part before: two compounds, followed by the next part.
SMILES	KDM5B inhibitor
CCNC(=O)c1cc(OC)cc(OC)c1	22%
COc1ccc(-c2cn(C)c(=O)n3cc(COc4ccc(Cl)cc4)nc23)c(C)c1	-17%[86.2 µM]
O=C(O)c1cccc(-c2ccc(OC(F)(F)F)cc2)c1	3%[149 µM]
Cc1cc(=O)n(CC(=O)Nc2ccc(C)c(Cl)c2)c(N2CCOCC2)n1	-9%
CC1(C)C(C=C(Cl)Cl)C1C(=O)Nc1ccccc1C(=O)O (stereo not given)	-8%
O=C(COC(=O)COc1ccc(C2SCCCS2)cc1)Nc1ccc(F)c(F)c1	6%
CCc1cc(=O)n(CC(=O)Nc2cc(Cl)ccc2OC)c(N2CCOCC2)n1	-9%
O=C(COc1ccc([N+](=O)[O-])cc1)Nc1ccc2oc(-c3ccc4ccccc4c3)nc2c1	-13%
CC(C)NC(=O)N(C1CC1)C1CCOC2(CCN(C(=O)NCc3ccc(F)cc3)CC2)C1 (stereo not given)	26%
N#Cc1ccc(OC(=O)c2occc2COc2ccccc2)cc1	11%
CCc1ccccc1NC(=O)c1ccc2c(c1)NC(=O)CS2	-8%
COC(=O)c1ccc(CN(C)C(=O)C(C)(C)C)cc1	-1%
CCCN1C(=O)CCc2cc(NS(=O)(=O)c3cn(C)c(C)n3)ccc21	-2%
Cc1ccc(CSc2nc3cc(C(=O)NC4CCCC4)ccc3c(=O)n2Cc2ccccc2)cc1	-15%
COCCOCC(=O)N1CCC2(CC1)CC(N(C(=O)c1ccccc1)C1CC1)CCO2 (stereo not given)	37%
CCCc1cc(=O)[nH]c(SCC(=O)N2CCN(S(=O)(=O)c3cc(C)ccc3C)CC2)n1	8%
Cc1ccc(C)c(N2CCN(C(c3ccc(F)cc3)c3nnc(-c4ccccc4)o3)CC2)c1 (stereo not given)	?
Cc1cccc(NC(=O)CSc2ncc3c(n2)-c2cc(Cl)ccc2N(C)S3(=O)=O)c1C	1%
CN(Cc1ccsc1)CC1(O)CCCN(CCCc2ccccc2)C1=O (stereo not given)	-18%
O=C(NCCCn1cccn1)C1CCN(C(=O)N2CC3CC(C2)[C@H]2CCCC(=O)N2C3)CC1 (stereo not given in full)	-4%
COc1ccc(OC)c(NC(=O)C2Cn3cccc3C(=O)N2)c1 (stereo not given)	-31%
CC(C)c1ccc2cc(C(=O)NCC3CCS(=O)(=O)C3)[nH]c2c1 (stereo not given)	168%[activator]
COc1ccc2c(c1)sc1ncc(C(=O)NCc3ccccc3F)c(=O)n12	-8%
NC12CC3CC(CC(C3)C1)C2	21%
CCC(=O)N(C1CCOCC1)C1CCN(Cc2cccc(Cl)c2F)CC1	10%
COc1ccc(CNC(=O)c2ccc3nc(CCc4ccccc4)oc3c2)cc1	-13%
O=S(=O)(NCCS(=O)(=O)N1CCN(c2ccccc2)CC1)c1ccccc1	-11%
Cc1ccc(C(=O)Nc2ccc(S(=O)(=O)N(Cc3ccccc3)c3ccccc3)cc2)cc1	?
O=C(Cn1ncc2ccccc2c1=O)Nc1ccc(F)cc1F	13%
CCc1c(C)sc(NC(=O)Cc2ccccc2)c1C#N	9%
O=C(c1ccc2c(c1)OCO2)N1CCCCC1c1nnc2n1CCNC2 (stereo not given)	10%[115 µM]
CC(Oc1ccccc1)C(=O)Nc1ccccc1C(=O)OCc1cc(=O)n2nc(C3CC3)sc2n1 (stereo not given)	-16%
O=C(CC1CCCC1)NCc1ccccn1	9%
CC(C)N[C@H]1C[C@@H](Cc2cc(-c3ccccc3)on2)C1(C)C	-7%[86.2 µM]
Cc1nc(S(=O)(=O)N2CCC(C(=O)N3CCN(c4ccc(Cl)cc4)CC3)CC2)cn1C	13%
O=c1cc(-c2ccccc2)n2c(SCc3cccc([N+](=O)[O-])c3)nnc2[nH]1	-2%
COc1ccc(CN2C(=O)[C@@H]3C[C@@H](O)CN3C3(CN(Cc4ccccn4)C3)C2=O)cc1	-27%[86.2 µM]
CC(=O)C1=C(O)C(=O)N(Cc2ccccc2)C1c1ccc([N+](=O)[O-])cc1 (stereo not given)	?
COc1ccc(NC(=O)CSc2c3c(nc4ccc(Cl)cc24)CCCC3)cc1Cl	-14%
CCN1CCCC(c2nc3ccc(F)cc3c(=O)[nH]2)C1 (stereo not given)	-7%[86.2 µM]
CCOC(=O)c1cccc(NC(=O)c2ncoc2-c2ccc(OC)c(OC)c2)c1	-11%
COc1ccccc1N(C)C(=O)C1CCN(c2nc3ccccc3o2)CC1	-15%

A draw from above in order of molecular weight, ascending.
SMILES	KDM5B inhibitor
NC12CC3CC(CC(C3)C1)C2	21%
O=C(CC1CCCC1)NCc1ccccn1	9%
CCN1CCCC(c2nc3ccc(F)cc3c(=O)[nH]2)C1 (stereo not given)	-7%[86.2 µM]
CCc1c(C)sc(NC(=O)Cc2ccccc2)c1C#N	9%
CC(C)N[C@H]1C[C@@H](Cc2cc(-c3ccccc3)on2)C1(C)C	-7%[86.2 µM]
CC(=O)C1=C(O)C(=O)N(Cc2ccccc2)C1c1ccc([N+](=O)[O-])cc1 (stereo not given)	?
O=C(c1ccc2c(c1)OCO2)N1CCCCC1c1nnc2n1CCNC2 (stereo not given)	10%[115 µM]
COc1ccccc1N(C)C(=O)C1CCN(c2nc3ccccc3o2)CC1	-15%
CCC(=O)N(C1CCOCC1)C1CCN(Cc2cccc(Cl)c2F)CC1	10%
COc1ccc(CNC(=O)c2ccc3nc(CCc4ccccc4)oc3c2)cc1	-13%
O=S(=O)(NCCS(=O)(=O)N1CCN(c2ccccc2)CC1)c1ccccc1	-11%
COc1ccc(CN2C(=O)[C@@H]3C[C@@H](O)CN3C3(CN(Cc4ccccn4)C3)C2=O)cc1	-27%[86.2 µM]
COc1ccc(NC(=O)CSc2c3c(nc4ccc(Cl)cc24)CCCC3)cc1Cl	-14%
Cc1ccc(C(=O)Nc2ccc(S(=O)(=O)N(Cc3ccccc3)c3ccccc3)cc2)cc1	?
Cc1nc(S(=O)(=O)N2CCC(C(=O)N3CCN(c4ccc(Cl)cc4)CC3)CC2)cn1C	13%
CC(Oc1ccccc1)C(=O)Nc1ccccc1C(=O)OCc1cc(=O)n2nc(C3CC3)sc2n1 (stereo not given)	-16%

The listing continues:
SMILES	KDM5B inhibitor
CNC(=O)[C@@H]1CN(C(=O)CC2CCCC2)C[C@H]1COC	16%
NC(=O)[C@@H]1CN(C(=O)c2ccncn2)C[C@H]1COc1ccccc1	8%
Cc1noc(C2CCCCCN2C(=O)c2ccco2)n1 (stereo not given)	-5%
O=C(NCc1cccs1)c1csc(N2CCN(c3ccc(F)cc3)CC2)n1	-22%
COc1ccc(CNC(=O)[C@H]2O[C@H](CCN3CCCC3)CC[C@@H]2O)cc1	-28%[86.2 µM]
COc1ccc(CCN2CCCn3c2nc2c3c(=O)n(CC(C)C)c(=O)n2C)cc1OC	2%
O=C(N[C@@H]1CCC[C@@H]1C(=O)NCCc1ccc(Cl)cc1)c1ccncc1	3%
Cc1ccc(C)c(C(=O)N2CC[C@@H]3CN(S(C)(=O)=O)[C@@H]3C2)c1	-7%
O=C(NCCc1cccnc1)C1CCCN(C2CCOCC2)C1 (stereo not given)	5%
CC(=O)Nc1ccc(CN2C[C@@H](F)[C@@H](OCc3nc4ccccc4n3C)C2)cc1	32µM*
ON=C1CCCCCCCCCCC1	-5%
CN1CCN(CCCNC(=O)Cn2c(-c3cccs3)cc3ccccc32)CC1	?
Cc1ccc(C)c(CN2C(=O)C3(c4ccccc42)N(c2cccc(C(F)(F)F)c2)C(=O)CS3(=O)=O)c1 (stereo not given)	-23%
CC(=O)c1cccc(NC(=O)C23CC4CC(CC(Cl)(C4)C2)C3)c1	16%
CCCNC(=O)c1ccc2nc(CC)c(CC)nc2c1	-3%
